Source: PubChem BioAssay
Myeloid diff 2 – compounds promoting myeloid differentiation; AID 624256; actives 1% (n = 360,000); calls only at 10 µM; ER-HoxA9 myeloid progenitors, lysozyme-GFP differentiation, flow cytometry;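 active means normalized GFP-positive differentiation at or above the plate's own cutoff, the solvent-only control mean plus 3 SD; inconclusive means no clear call, values can overlap the other calls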;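 further: cells exposed to compound for four days before flow analysis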
RSV CPE inhibition – inhibition of RSV-induced cytopathic effect – HEp-2 cells, primary 10 µM value included (AID 2391) | HEp-2 cells, RSV-induced CPE inhibition; higher % means a stronger effect | one-dose CPE inhibition, % at 10 µM; IC50 in µM for titrated hits | actives 0.13% (n = 310,000); in the data active means a potency from the dose series; inconclusive means CPE inhibition mostly from about 23% at the one dose, without a potency; inactive means the rest, 99 in 100 with CPE inhibition below about 21%; further: strong numbers were not always called active
T cell HTS – T cell immune modulation candidate. 2C CD8+ T cell-vesicle binding, flow cytometry; stronger effect = lower value. actives 0.068% (n = 330,000). calls only at 7 µM;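 active means response, share of CD8 T cells binding vesicles, and their 90th percentile fluorescence all below set limits, cut at about 80% in these data, passing the limit was not always enough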
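Assay system – 2C mouse CD8+ T cells · Also added – QL9-loaded Drosophila micro-vesicles · Timing – Cell–vesicle co-incubation 1.5 h at 37 °C, staining 20 min on ice · Signal – flow cytometry of vesicle-bound cells · Measure – percent CD8+ FL2 mean versus row control · Controls – Peptide-free naked vesicles (low) and QL9 vesicles with 0.7% DMSO vehicle (high)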
NTR1 agonist – agonists of NTR1, primary screen, imaging, U2OS cells, beta-arrestin-GFP, high content (AID 493036); P30989; NTR1-U2OS beta-arrestin-GFP spot imaging, agonist mode; activation, % at 20 µM; actives 0.17% (n = 330,000);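 active means activation at or above 40% of the spot to cytoplasm intensity ratio, with at least 20 cells analyzed; inconclusive means wells under 20 cells, flagged as cytotoxic or low count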;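 further: 0% = DMSO without peptide and 100% = 100 nM NTR1 peptide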
Target sequence (P30989 whole entry, looked up): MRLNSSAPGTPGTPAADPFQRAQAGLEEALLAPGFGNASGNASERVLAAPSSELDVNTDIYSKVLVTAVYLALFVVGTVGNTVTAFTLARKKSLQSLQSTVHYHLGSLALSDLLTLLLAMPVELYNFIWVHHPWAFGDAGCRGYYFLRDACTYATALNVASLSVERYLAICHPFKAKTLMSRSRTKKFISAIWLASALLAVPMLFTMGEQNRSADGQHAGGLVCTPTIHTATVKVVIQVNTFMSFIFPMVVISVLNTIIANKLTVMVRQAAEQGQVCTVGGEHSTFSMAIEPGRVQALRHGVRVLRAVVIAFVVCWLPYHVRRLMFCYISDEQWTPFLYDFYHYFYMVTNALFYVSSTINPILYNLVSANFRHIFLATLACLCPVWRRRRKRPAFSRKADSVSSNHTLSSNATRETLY
T cell HTS vesicle-bound % – recorded beside T cell HTS, whose call it bears; double positive events, %; measured here: CD8+ vesicle-bound cell fraction;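 binding gate set so that unloaded-vesicle control wells show 10% double positive cells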
NTR1 agonist cell count 20 µM – further read-out of NTR1 agonist, marked with its call; cell count; measured here: cell count, cytotoxicity flag
Myeloid diff 2 GFP+ MAC1+ % – also measured in Myeloid diff 2; calls as there; GFP+ MAC1+ double positive, %; measured here: differentiation confirmed by MAC1 staining
The depositor's hits bear a star; i = inactive; ? = inconclusive; nt = not tested or not shown. This is a subset, so the mix of outcomes need not match the whole.

The opening 15 compounds (preview)
SMILES	Myeloid diff 2	Myeloid diff 2 GFP+ MAC1+ %	RSV CPE inhibition	T cell HTS	NTR1 agonist	others
O=c1c2ccccc2nnn1CSc1nc2cc(Cl)ccc2c(=O)n1Cc1ccco1	nt	nt	2.6%	i	-1.3	T cell HTS vesicle-bound %=22;NTR1 agonist cell count 20 µM=75
CC(C(=O)N1CCCCC1)N(C)CC(=O)Nc1cccc(F)c1 (stereo not drawn)	nt	nt	0.1%	i	-1.0	T cell HTS vesicle-bound %=32;NTR1 agonist cell count 20 µM=53
CCOC(=O)c1ccccc1NC(=O)Cn1cnc2c(cnn2-c2ccc(OC)cc2)c1=O	nt	nt	0.1%	i	1.0	T cell HTS vesicle-bound %=33;NTR1 agonist cell count 20 µM=76
CCSc1nc2sc3c(c2c2nnc(SCC(=O)NCc4ccco4)n12)CCCC3	nt	nt	11%	i	21	T cell HTS vesicle-bound %=46;NTR1 agonist cell count 20 µM=48
CCc1ccc2c(c1)NC(=O)C2(C)Cc1ccccc1OC (stereo not drawn)	i	1.9	nt	nt	nt
Fc1ccc(Nc2nnc(-c3ccncc3)s2)cc1Cl	i	1.0	nt	nt	nt
COc1ccccc1CNc1nc2cc(-c3ccc(OC)c(OC)c3)sc2c(=O)n1C	i	1.3	nt	nt	nt
OC(c1ccc(Cl)c(Cl)c1)c1ncc(-c2ccccc2C(F)(F)F)[nH]1 (stereo not drawn)	i	1.1	nt	nt	nt
C=CCCC(=O)N1C[C@H]2CON(C)[C@H]2C[C@H]1c1ccc(-n2ccnc2)cc1	i	0.4	nt	nt	nt
Cc1ccc(CN2CCC2(C)C(=O)NC2CCc3ccccc32)cc1 (stereo not drawn)	i	1.0	nt	nt	nt
C=CCn1c(C(C)n2c(-c3cnccn3)nc3ccccc32)nc2ccccc21 (stereo not drawn)	i	3.3	nt	nt	nt
CC1(C(=O)NS(=O)(=O)c2ccc(Cl)cc2)CCN1C(=O)C1(c2ccc(Cl)cc2)CCC1 (stereo not drawn)	i	0.1	nt	nt	nt
Cc1ccccc1NC(=O)Nc1nnc([C@@H]2C[C@H](O)[C@@H](CO)O2)s1	i	0.8	nt	nt	nt
Cc1ccccc1Cn1c(C)c(C(=O)NCCC#N)sc1=O	i	1.7	nt	nt	nt
CCCCNC(=O)C[C@@H]1C[C@@]2(C(=O)OC)CCCCC=C2N(CCC2=CCCCC2)C1=O	i	0.7	nt	nt	nt

The listing, from the start:
SMILES	Myeloid diff 2	Myeloid diff 2 GFP+ MAC1+ %	RSV CPE inhibition	T cell HTS	NTR1 agonist	others
O=c1c2ccccc2nnn1CSc1nc2cc(Cl)ccc2c(=O)n1Cc1ccco1	nt	nt	2.6%	i	-1.3	T cell HTS vesicle-bound %=22;NTR1 agonist cell count 20 µM=75
CC(C(=O)N1CCCCC1)N(C)CC(=O)Nc1cccc(F)c1 (stereo not drawn)	nt	nt	0.1%	i	-1.0	T cell HTS vesicle-bound %=32;NTR1 agonist cell count 20 µM=53
CCOC(=O)c1ccccc1NC(=O)Cn1cnc2c(cnn2-c2ccc(OC)cc2)c1=O	nt	nt	0.1%	i	1.0	T cell HTS vesicle-bound %=33;NTR1 agonist cell count 20 µM=76
CCSc1nc2sc3c(c2c2nnc(SCC(=O)NCc4ccco4)n12)CCCC3	nt	nt	11%	i	21	T cell HTS vesicle-bound %=46;NTR1 agonist cell count 20 µM=48
CCc1ccc2c(c1)NC(=O)C2(C)Cc1ccccc1OC (stereo not drawn)	i	1.9	nt	nt	nt
Fc1ccc(Nc2nnc(-c3ccncc3)s2)cc1Cl	i	1.0	nt	nt	nt
COc1ccccc1CNc1nc2cc(-c3ccc(OC)c(OC)c3)sc2c(=O)n1C	i	1.3	nt	nt	nt
OC(c1ccc(Cl)c(Cl)c1)c1ncc(-c2ccccc2C(F)(F)F)[nH]1 (stereo not drawn)	i	1.1	nt	nt	nt
C=CCCC(=O)N1C[C@H]2CON(C)[C@H]2C[C@H]1c1ccc(-n2ccnc2)cc1	i	0.4	nt	nt	nt
Cc1ccc(CN2CCC2(C)C(=O)NC2CCc3ccccc32)cc1 (stereo not drawn)	i	1.0	nt	nt	nt
C=CCn1c(C(C)n2c(-c3cnccn3)nc3ccccc32)nc2ccccc21 (stereo not drawn)	i	3.3	nt	nt	nt
CC1(C(=O)NS(=O)(=O)c2ccc(Cl)cc2)CCN1C(=O)C1(c2ccc(Cl)cc2)CCC1 (stereo not drawn)	i	0.1	nt	nt	nt
Cc1ccccc1NC(=O)Nc1nnc([C@@H]2C[C@H](O)[C@@H](CO)O2)s1	i	0.8	nt	nt	nt
Cc1ccccc1Cn1c(C)c(C(=O)NCCC#N)sc1=O	i	1.7	nt	nt	nt
CCCCNC(=O)C[C@@H]1C[C@@]2(C(=O)OC)CCCCC=C2N(CCC2=CCCCC2)C1=O	i	0.7	nt	nt	nt
Cc1cccc(COC[C@H](Cc2ccccc2)N2CCN(C(=O)c3ccc(Cl)c(Cl)c3)CCC2=O)c1	i	0.8	nt	nt	nt
CCOC(=O)N(C)c1c(CC)nc2c(OCc3cccc(Cl)c3)cccn12	i	0.5	nt	nt	nt
O=C(O)c1c(Cl)cccc1Nc1ccccc1	i	1.7	nt	nt	nt
O=C(NCc1ccncc1)[C@@H]1CCCN1C(=O)[C@H]1CCCN1C(=O)c1cccs1	i	0.6	nt	nt	nt
CCOC(=O)C1(C)CCCN(C(=O)c2ccc(F)cc2Cl)C1 (stereo not drawn)	i	1.2	nt	nt	nt

Quoted at random: two entries already listed
SMILES	Myeloid diff 2	Myeloid diff 2 GFP+ MAC1+ %	RSV CPE inhibition	T cell HTS	NTR1 agonist	others
O=C(NCc1ccncc1)[C@@H]1CCCN1C(=O)[C@H]1CCCN1C(=O)c1cccs1	i	0.6	nt	nt	nt
Cc1ccccc1NC(=O)Nc1nnc([C@@H]2C[C@H](O)[C@@H](CO)O2)s1	i	0.8	nt	nt	nt

The results go on:
SMILES	Myeloid diff 2	Myeloid diff 2 GFP+ MAC1+ %	RSV CPE inhibition	T cell HTS	NTR1 agonist	others
COc1cccc(C(C)(O)c2nc(-c3ccccc3OC)cs2)c1 (stereo not drawn)	i	0.6	nt	nt	nt
CCc1ccc(C(O)c2ncc(-c3cccc(C)c3)[nH]2)cc1 (stereo not drawn)	i	0.5	nt	nt	nt
COc1cc(C=C(C#N)C(=O)c2ccccc2)cc(OC)c1OC	i	1.4	nt	nt	nt
CC(C)CNc1ncnc2c1ncn2[C@H]1CN(Cc2ccc3c(c2)OCO3)C[C@@H](CO)O1	i	1.1	nt	nt	nt
COc1ccc(CN2C[C@@H](CO)O[C@@H](n3cnc4c(NCc5ccncc5)ncnc43)C2)cc1	i	0.6	nt	nt	nt
CC1(C(=O)NCc2ccco2)Cc2c(-c3cccc(C(F)(F)F)c3)ccnc2O1 (stereo not drawn)	?	nt	nt	nt	nt
CCOC(=O)C1=CCN(S(=O)(=O)c2ccc(F)cc2)C1c1ccccc1 (stereo not drawn)	i	0.8	nt	nt	nt
COc1ccc(NC(=O)C2(C)Cc3c(-c4ccc(NC(C)=O)cc4)ccnc3O2)cn1 (stereo not drawn)	i	1.5	nt	nt	nt
CC1(C(=O)NS(=O)(=O)c2ccc(Cl)s2)CCN1C(=O)Cc1ccc(-c2ccccc2)cc1 (stereo not drawn)	i	1.8	nt	nt	nt
COC(=O)[C@]12CCCCC=C1N(Cc1cccc3ccccc13)C(=O)[C@H](CC(=O)NCc1ccccc1)C2	i	1.4	nt	nt	nt
O=C(Nc1cccc(F)c1)Nc1nnc([C@@H]2C[C@H](O)[C@@H](CO)O2)s1	i	1.6	nt	nt	nt
Cc1ccccc1CN1C(=O)c2ccccc2C1c1nnnn1Cc1ccccc1 (stereo not drawn)	i	1.3	nt	nt	nt
CCC(CO)Nc1ccn2nc(-c3ccccc3)cc2n1 (stereo not drawn)	i	0.9	nt	nt	nt
O=S1(=O)CC(N2CCC(c3ccccc3)CC2)CN1Cc1ccccc1 (stereo not drawn)	i	0.7	nt	nt	nt
COc1ccc(CNC(=O)/C=C/[C@H]2O[C@@H](n3ccc(=O)[nH]c3=O)[C@H](O)[C@@H]2O)cc1	i	2.1	nt	nt	nt
O=C(Nc1ccc(Cl)cc1)c1csc([C@@H]2C[C@H](O)[C@@H](CO)O2)n1	i	0.6	nt	nt	nt
COC(=O)[C@@]12C[C@@H](CC(=O)N3CCCC3)C(=O)N(Cc3cccc4ccccc34)C1=CCC(C)(C)C2	i	2.0	nt	nt	nt
CCCN(C)C1CN(Cc2cn(CCCC(=O)OC)nn2)S(=O)(=O)C1 (stereo not drawn)	i	1.2	nt	nt	nt
Cc1ccc(S(=O)(=O)N2C[C@H]3C(=O)C[C@@H](c4cccc(C)c4)N(S(=O)(=O)c4ccc(C)cc4)[C@H]3C[C@H]2c2ccccc2)cc1	i	0.9	nt	nt	nt
CC(=O)NCC1(c2ccccc2)CCN(CC2COc3ccccc3O2)CC1 (stereo not drawn)	i	1.0	nt	nt	nt
COc1ccc(C2=Nc3ccccc3NC(=O)C2N(C(=O)c2cc3ccccc3[nH]2)c2ccccc2)cc1 (stereo not drawn)	i	0.7	nt	nt	nt
COc1ccc(CN2C(=O)CSCC2(C)C(=O)NCc2ccccc2)cc1OC (stereo not drawn)	i	3.8	nt	nt	nt
CC(C)(C)c1ccc(CC(=O)N2CCC2(C)C(=O)NS(=O)(=O)Cc2ccccc2)cc1 (stereo not drawn)	i	0.9	nt	nt	nt
Cn1cc(-c2ccc(C(=O)NCc3cccc(Cl)c3)c3occc23)cn1	i	0.5	nt	nt	nt
COc1cc(Cn2c3ccc(NC(=S)NCc4ccc(C)cc4)cc3c(=O)n2C)ccc1F	i	0.8	nt	nt	nt
COc1ccc(-c2oc3c4c2C(=O)OCCOC4CCC3)cc1 (stereo not drawn)	i	0.0	nt	nt	nt
CC(C)c1cc(Cn2c3ccccc3c(=O)n2C(C)Cn2cc(C3=CCCCC3)nn2)on1 (stereo not drawn)	i	2.5	nt	nt	nt
CC1(C(=O)NS(=O)(=O)c2cccs2)CCN1C(=O)C1(c2ccc(Cl)cc2)CCC1 (stereo not drawn)	i	2.5	nt	nt	nt
CCC(C)(O)c1cnc(CC(C)C)c(=O)n1O (stereo not drawn)	i	1.7	nt	nt	nt
O=C(NCC(F)(F)F)c1cc2c(c(-c3cccc(-c4ccccc4F)c3)n1)[C@@H](CCO)N(C(=O)CC1CC1)C2	i	0.1	nt	nt	nt
COc1ccc(NC(=O)C(C2CC2)n2c(=O)c(-c3ccco3)nc3ccccc32)cc1 (stereo not drawn)	i	2.6	nt	nt	nt
COc1ccc(S(=O)(=O)N2CCC[C@H]2C(=O)N2CCC[C@H]2C(=O)NCc2ccc(F)cc2F)cc1C	i	0.5	nt	nt	nt
CCOC(=O)CC1(C)c2nc(NC(C)=O)sc2Cc2sc(NC(C)=O)nc21	i	1.4	nt	nt	nt
